Screening data deposited in PubChem by National Center for Advancing Translational Sciences (NCATS).
LDHA block – inhibitors of human lactate dehydrogenase A; hit rate 0.15% among 480,000; activity change, % (values are at about 110 or 230 µM); purified LDHA, NADH/diaphorase-resazurin fluorescence; active compounds read low; P00338; AID 1347041; in the data active = activity change below about -30%; inconclusive = mostly about -25% to -30%;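 also: plate controls were DMSO wells for no effect and wells without enzyme for full effect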
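Human LDH5 (2 nM) was incubated with 0.06 mM NADH and 0.2 mM pyruvate for 5 min at room temperature in Tris pH 7.4. Remaining NADH was coupled through diaphorase/resazurin, and resorufin fluorescence was read at 0 and 20 min.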
BLM inh – Bloom syndrome helicase (human) inhibition; hit rate 0.2% among 350,000; AID 2528; recombinant BLM DNA unwinding, fluorescence dequenching; Potency, µM (top dose mostly 56.1 µM), for inactives: at the highest dose activity change, negative = inhibition, hits mostly inhibitors;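 also: potency is read from the fitted curve at half-maximal effect; plate controls were vehicle for no effect and no enzyme for full effect; nearly all actives have a fitted effect of over 35% in size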
Anesthetic bind – binds horse apoferritin like a general anesthetic. apoferritin/1-aminoanthracene competitive binding, fluorescence. Potency, µM (doses to about 77.5 µM), for the others: top-dose activity change, negative = displacement, hits mostly inhibitors. hit rate 0.074% among 350,000; also: potency is read from the fitted curve at half-maximal effect; % is scaled to controls: 0 for no effect and ±100 for the full control effect; nearly all actives have a fitted effect of over 20% in size
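Read-out: endpoint 1-AMA fluorescence, excitation 380 nm and emission 535 nm, after compounds sit 10 min at room temperature with 10 uM horse-spleen apoferritin in 50% saturated 1-AMA/PBS. Values come from four-parameter Hill fits.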
POLK inh – blocks human DNA polymerase kappa activity. purified Pol kappa, fluorescent DNA synthesis assay, 10 min. hit rate 0.53% among 400,000. Potency, µM (top dose mostly 107 µM), without a hit: at the top dose activity, negative = inhibition, usual class: inhibitors; also: potency is read from the fitted curve at half-maximal effect; % is scaled to controls: 0 for no effect and ±100 for the full control effect
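Kinetic fluorescence screen: compound preincubated 15 min RT with 10 nM enzyme; 50 nM substrate (final) initiates; reads at 0/10 min.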
POLH inh – blocks human DNA polymerase eta activity | Q9Y253 | recombinant Pol eta, fluorescent DNA replication assay | Potency, µM (highest dose often 114 µM), without a hit: at the highest dose activity change, negative = inhibition, actives largely listed as inhibitors | hit rate 1.2% among 390,000; also: potency is read from the fitted curve at half-maximal effect; % is scaled to controls: 0 for no effect and ±100 for the full control effect
Target sequence (Q9Y253 whole entry, looked up): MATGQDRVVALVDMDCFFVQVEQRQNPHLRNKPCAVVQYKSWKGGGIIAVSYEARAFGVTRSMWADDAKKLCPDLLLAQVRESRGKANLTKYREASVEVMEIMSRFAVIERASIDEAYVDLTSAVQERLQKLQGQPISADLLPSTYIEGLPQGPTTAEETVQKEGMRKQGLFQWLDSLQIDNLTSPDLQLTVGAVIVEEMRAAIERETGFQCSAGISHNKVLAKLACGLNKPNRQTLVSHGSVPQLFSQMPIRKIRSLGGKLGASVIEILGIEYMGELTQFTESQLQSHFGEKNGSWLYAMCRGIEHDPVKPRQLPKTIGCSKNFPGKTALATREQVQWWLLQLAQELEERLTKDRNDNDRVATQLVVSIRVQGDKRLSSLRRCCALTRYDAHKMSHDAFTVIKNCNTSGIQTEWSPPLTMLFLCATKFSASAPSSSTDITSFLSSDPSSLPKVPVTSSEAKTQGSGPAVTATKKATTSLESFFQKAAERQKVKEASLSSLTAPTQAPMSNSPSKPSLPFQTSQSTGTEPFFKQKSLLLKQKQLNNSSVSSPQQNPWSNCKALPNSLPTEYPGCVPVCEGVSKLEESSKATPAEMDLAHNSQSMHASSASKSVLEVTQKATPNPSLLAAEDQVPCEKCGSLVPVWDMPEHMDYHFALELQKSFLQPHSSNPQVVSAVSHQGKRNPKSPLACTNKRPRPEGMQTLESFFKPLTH
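Fluorescent replication assay: 50 nM final substrate added after a 15 min room-temperature compound preincubation with 10 nM enzyme. Signal taken at 0 min and again at 10 min.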
GRP78 ERSR act – inducers of ER stress response in human glioma cells. U87-MG GRP78 promoter luciferase reporter, 16 h. Potency, µM, for the others: top-dose activation, actives largely listed as activators. hit rate 0.02% among 420,000. AID 602332; also: potency is read from the fitted curve at half-maximal effect; series mostly up to about 76 µM; % of control where 0% means no effect; nearly all actives have a fitted effect of over 35% in size
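ERSR induction read as luciferase luminescence (Bright-Glo, 10 min at room temperature) in stably transfected human U87-MG glioma cells exposed to compounds for 16 h, using GRP78 as sensor.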
POLI inh – DNA polymerase iota (human) inhibition; Pol iota fluorescent replication assay, 10 min; hit rate 1% among 390,000; Q9UNA4; Potency, µM (series often up to 115 µM), inactives show top-dose activity, negative = inhibition, hits mostly inhibitors; also: potency is read from the fitted curve at half-maximal effect
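Pol iota at 10 nM preincubated 15 min with compounds at room temperature; reaction started with fluorescent substrate, 50 nM final. Fluorescence read kinetically at 0 and 10 min; buffer-only wells as negative control.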
Pol beta inh – inhibitors of human DNA polymerase beta; P06746; Pol beta primer extension/strand displacement, fluorescence kinetic; Potency, µM (titrated, usually from 114 µM), without a hit: at the highest dose activity change, negative = inhibition, actives largely listed as inhibitors; hit rate 1.3% among 340,000; AID 485314; also: potency is read from the fitted curve at half-maximal effect; % is scaled to controls: 0 for no effect and ±100 for the full control effect
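Pol beta (10 nM) and compounds were preincubated 15 min at room temperature, then 50 nM substrate (final) started primer extension/strand displacement. Reads were taken at 0 and 10 min; concentration-response data were fitted to a four-parameter Hill equation.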
APEX1 inh – APE1 (human) endonuclease inhibition. Potency, µM (highest dose often 65.8 µM), for inactives: at the top dose activity change, negative = inhibition, most hits filed as inhibitors. AID 2517. recombinant APE1, TAMRA/BHQ-2 abasic DNA cleavage fluorescence. hit rate 0.35% among 350,000. P27695;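 also: potency is read from the fitted curve at half-maximal effect; plate controls were vehicle for no effect and reference inhibitor for full effect; nearly all actives have a fitted effect of over 55% in size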
Target sequence (P27695 whole entry, looked up): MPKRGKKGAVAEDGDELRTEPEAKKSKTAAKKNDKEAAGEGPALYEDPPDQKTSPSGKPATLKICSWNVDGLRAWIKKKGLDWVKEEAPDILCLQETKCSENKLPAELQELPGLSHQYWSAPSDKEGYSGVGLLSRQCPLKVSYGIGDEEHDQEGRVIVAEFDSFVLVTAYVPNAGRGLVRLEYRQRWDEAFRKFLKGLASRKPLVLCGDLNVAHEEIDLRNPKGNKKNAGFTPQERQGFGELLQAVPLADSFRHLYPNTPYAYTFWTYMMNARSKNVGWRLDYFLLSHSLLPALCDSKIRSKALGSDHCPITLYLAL
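APE1 at 0.75 nM preincubated 15 min at room temperature with compound. Reaction then started with 50 nM double-stranded THF-abasic substrate labelled with TAMRA/BHQ-2, and 525/598 nm fluorescence read kinetically. Activity taken as third-minus-first read difference, normalized to DMSO and NSC13755 controls.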
Starred values were filed as active, the others as inactive; u = inconclusive; x = not tested or not shown; & = joins results of further samples; [ ] = dose if it differs, or a comment. Unless noted, calls follow the shape of the dose curve; as a rule, active = well fitted curve in the direction sought with a large enough effect; inconclusive = small, poorly fitted or top-dose-only effect, or another doubt; inactive = no such curve, though single readings can be large; an effect the other way counts as inactive or inconclusive. These rows are one share of the data; count on the stated rates, not on these rows.

SMILES | LDHA block | BLM inh | Anesthetic bind | POLK inh | POLH inh | GRP78 ERSR act | POLI inh | Pol beta inh | APEX1 inh
Cc1nnc2ccc(-c3cccc(C(F)(F)F)c3)nn12 | 5 | -3% | x | 14% | -8% | 2%&-2% | 16% | x | 1%
C[C@]12CCC3C(CC[C@@H]4C[C@H](O)CC[C@]34C)C1CCC2=O (stereo partly drawn) | 1 | x | x | -1% | -16% | -3% | 13% | x | 4%
CN1CC(CO)=C[C@H]2c3cccc4[nH]cc(c34)C[C@H]21 | x | -19% | -8% | u | x | 1% | x | x | -2%
CNc1ccc2oc(C[C@H]3O[C@@]4(CC[C@H]3C)O[C@H]([C@H](C)C(=O)c3ccc[nH]3)[C@H](C)C[C@H]4C)nc2c1C(=O)O | 9 | -27% | -13% | -11%[60.1 µM] | -9%[57.1 µM] | u | u | -2%[57.1 µM] | -6%&-1%
COc1ccc(NC(C)=O)cc1NC(=O)c1cccn(Cc2ccccc2)c1=O | -4 | 0% | 104%[activator] | -12%[60.1 µM] | 0% | -2% | -14% | -23% | x
CN(C)CCN(CC1CCCN(Cc2ccccc2F)C1)C(=O)Cc1ccccc1F (stereo not drawn) | -2 | -6% | -12% | -4% | -14% | -1% | -29% | -12% | 48%[activator]
COc1ccccc1C(=O)Nc1ccc2c(c1)CC1(C(=O)N(C)C(=O)N(C)C1=O)C1CCCN21 (stereo not drawn) | 7 | -1% | u | -6% | -3% | -2% | 92%[activator] | 3% | 24%
Cc1c(Br)c(=O)oc2cc(OCC(=O)N3C[C@H]4C[C@@H](C3)c3cccc(=O)n3C4)ccc12 | 4 | 2% | -11% | 22% | -11% | 0% | -8% | 0% | 16%
CC[C@@H](CO)C1CC2NC3CC4(c5ccccc5N(C)[C@@H]24)C(O)C31 (stereo partly drawn) | 0 | x | x | -1% | -21% | -1% | 28% | x | x
CN[C@@H](Cc1c[nH]c2ccccc12)C(=O)O | x | 2% | x | -8%[19.4 µM] | x | -2% | x | x | 3%
CCNC(=O)[C@H]1O[C@@H](n2cnc3c(N)ncnc32)[C@H](O)[C@H]1O | x | x | x | x | -7%[57.1 µM] | x | 5%[58.9 µM] | 15%[57.1 µM] | 1%
COc1ccc(OC)c(NP(=O)(Oc2ccccc2)Oc2ccccc2)c1 | 2 | -14% | 4% | 2% | -22% | -3% | 15% | -7% | -6%
Cc1nc2sc3c(c2c(=O)n1NC(=O)CCl)CCCC3 | -14 | -5% | -1% | -1% | -1% | u | 1% | u | 12%
c1cc(Cc2cnc[nH]2)ccn1 | x | 5%&-1% | 3%&0% | 15%[60.1 µM] | x | 3% | x | x | u
CN1CCN(c2ccc(NC(=O)Oc3ccccc3)cc2)CC1 | 0 | -2% | -5% | -3% | -5% | -6% | 8% | 7% | -2%
CCOC(=O)CSc1ncnc2c1cnn2-c1ccc(C)cc1C | -10 | -5% | u | -4% | -1% | 0% | 154%[activator] | -24% | -5%
CC1=C2CCC3C4CCC(=O)[C@@]4(C)CCC3[C@]2(C)CCC1=O (stereo partly drawn) | x | -5% | 3% | -5%[60.1 µM] | x | -6% | x | x | -1%
CCCNC(=O)N1[C@H]2CC[C@@H]1C(C(=O)OC)=C(c1ccc3ccccc3c1)C2 | 0 | x | x | -19% | -12% | -3% | 9% | x | 12%
CCC(=O)CCCCC[C@@H]1NC(=O)[C@H]2CCCCN2C(=O)[C@H]([C@@H](C)CC)NC(=O)[C@H](Cc2cn(OC)c3ccccc23)NC1=O | x | -8% | -7% | -8%[60.1 µM] | x | 19% | x | x | -3%
CCOC(=O)c1c(C)n(Cc2ccccc2)c2ccc(O)cc12 | 29&-2 | -8% | -10% | -5% | -8% | 2% | 49%[activator] | -3% | -5%
COC(=O)C(O)(c1cn(C)c2ccccc12)C(F)(F)F (stereo not drawn) | -4 | -2% | -23% | -1% | -9% | 9% | -12% | 49% | 13%
Cc1cccc2c1=NC(=O)/C(=C/c1c(O)[nH]c(=O)[nH]c1=O)C=2 | 0 | 5% | 0% | 2% | -13% | -1% | -7% | 0% | -2%
CCOC(=O)Cn1cc(C(=O)c2ccccc2F)c2ccccc21 | -2 | -4% | -18% | -10% | -12% | 7% | 33%[activator] | -17% | -4%
Cc1c(NS(=O)(=O)c2ccccc2)ccc([N+](=O)[O-])c1Cl | -15 | x | x | -17% | -16% | -5% | -12% | x | x
CCOc1ccc(-n2c(O)c(N=Nc3ccc([N+](=O)[O-])cc3)c(=O)[nH]c2=O)cc1 | 1 | -1% | -10% | 13% | -7% | u | 29% | 40% | 17%
CC1CN(C)C(C)(C)CC1(O)c1ccccc1 (stereo not drawn) | 1 | -1% | 4% | 1% | -9% | -2% | 7% | 12% | 4%
CN1CCN(Cc2nnc3n2-c2ccc(Cl)cc2C(c2ccccc2)=NC3)CC1 | -9 | -17% | -8% | -9% | -15% | -5% | 1% | 26% | 10%
O=c1[nH]c(=S)n(-c2ccc(Cl)cc2)c(O)c1/C=N/N1CCOCC1 | -1 | -4% | -16% | -25% | 4% | -4% | -5% | 26% | 11%
O[C@@H]1CCCC[C@@H]1N1CCC(c2ccccc2)CC1 | x | x | -1% | 8%[19.4 µM] | x | -3% | x | x | 2%
Cc1cc(=O)oc2cc(OCC(=O)N3CCN(Cc4ccccc4)CC3)ccc12 | -7 | x | x | -11% | -5% | -1% | 52%[activator] | x | -2%
CCC(C)n1c(O)c(/C=N/NC(=O)c2ccncc2)c(=O)[nH]c1=S (stereo not drawn) | 5 | 2% | 32%[activator] | -8% | -8% | -3% | 17% | -2% | -1%
C[C@]12CC[C@H](O)CC1=CCC1C2CC[C@@]2(C)C1CC[C@@H]2OCc1ccccc1 (stereo partly drawn) | -2 | x | x | -12% | -25% | -2% | 61%[activator] | x | -7%
N#Cc1cc2c(nc1SCC(=O)Nc1cc(Cl)ccc1Cl)C1CCN2CC1 | -3 | 3% | 1% | 0% | -19% | 2% | 15% | 5% | -1%
COC(=O)C1=C(c2ccc(S(C)(=O)=O)cc2)C[C@@H]2CC[C@H]1N2C(=O)N1CCOCC1 | -6 | x | x | -2% | 0% | -1% | u | x | x
Cc1cc(C)n2nc(SC(C)C(=O)N3CCC4(CC3)OCCO4)nc2n1 (stereo not drawn) | -6 | -1% | -5% | 2% | -9% | -4% | 3%[58.9 µM] | 23% | -3%
CN1CCN(Cc2cc(C(C)(C)C)c(O)c(C(C)(C)C)c2)CC1 | -5 | 4% | -14% | 2% | 9% | -5% | 3% | 21% | 4%
CCOC(=O)[C@@]12C(=O)C(=O)N[C@]1(c1ccccc1)C1OCCCC12 (stereo partly drawn) | -3 | 6% | -1% | 3% | -12% | -2% | 26% | 47% | 13%
COC(=O)C1=C(c2cccc(OC)c2OC)C[C@@H]2CC[C@H]1N2C | 0 | x | x | 2% | -18% | -4% | 40%[activator] | x | 12%
Cc1cc(OCC(=O)OC(C)(C)C)c2c3c(c(=O)oc2c1)CCC3 | -1 | -1% | -10% | 12% | -6% | -5% | -4% | u | -5%
CNC1C2CN3CCC(O2)C13 (stereo not drawn) | x | -10% | x | -6%[19.4 µM] | x | -3% | x | x | -3%
COc1ccccc1N=Cc1c(O)n(C)c(=O)n(C)c1=O | 2 | 3% | -8% | 9% | -10% | 15% | -2% | 21% | -4%
COc1ccc(CCNCc2ccncc2)cc1OC | -9 | -6% | -16% | -5% | -13% | -2% | 31%[activator] | -2% | -1%
CC(=O)O[C@H]1CC[C@]2(C=O)C3CC[C@]4(C)[C@@H](C5=CC(=O)OC5)CC[C@]4(O)C3CC[C@]2(O)C1 (stereo partly drawn) | x | 3% | 6% | 2% | x | -9% | -11% | x | 0%
O=[N+]([O-])c1c(Cl)c(Cl)c(Cl)c(Cl)c1Cl | -8 | x | x | -2% | -3% | -5% | 45%[activator] | x | 0%
O=C(O)[C@H]1C[C@@H]1[C@H](NP(=O)(c1ccccc1)c1ccccc1)c1ccccc1 | -13 | -5%&1% | -14%&-2% | -26% | -13% | -2% | 20% | 9% | 16%&12%
N#Cc1c(Cl)c(Cl)c(Cl)c(C#N)c1Cl | -6 | -15% | u | -1%[60.1 µM] | x | -13%&-12% | 1.6µM* | x | -2%
CN1C2CCC1/C(=C/c1ccccn1)C(=O)/C2=C\c1ccccn1 | 0 | -3% | -9% | -11% | -12% | -10% | 131%[activator] | 22% | 3%
Cc1ccc(C(C)(C)C)c(OCC(=O)Nc2ccc(Cl)cc2C(=O)c2ccccc2)c1 | -2 | -7% | -13% | -4% | x | x | 11% | -26% | x
CCN(CC1CCCN(CCc2cccc(OC)c2)C1)C(=O)c1ccc(COC)o1 (stereo not drawn) | -1 | 1% | -11% | 1% | -16% | 2% | 61%[activator] | 6% | 30%
CN(C)Cc1c[nH]c2cc([N+](=O)[O-])ccc12 | -3 | x | x | -6% | -19% | -3% | 40%[activator] | x | x
COC(=O)C1=C(c2cccc(OCc3ccccc3)c2)C[C@@H]2CC[C@H]1N2C(=O)NC1CCN(Cc2ccccc2)CC1 | 2 | x | x | -3% | -4% | -5% | -9% | x | 6%
COc1ccccc1NC(=O)COC(=O)c1cc(C)n(C2CC2)c1C | -3 | x | x | -8% | -2% | -2% | -10% | x | -4%
CCN(CC)c1ccc([N+](=O)[O-])c2cccnc12 | 3 | -14% | u | -14% | -11% | -3% | 157%[activator] | 12% | -6%
Cc1ccc(OP(=O)(NC(C)c2ccccc2)Oc2ccc(C)cc2)cc1 (stereo not drawn) | -1 | -14% | -10% | -15% | u | -4% | 33% | 5% | 13%
O=C(Cn1cnc2ccccc2c1=O)NCC(=O)N1CCC2(CC1)OCCO2 | -5 | 1% | 7% | 4% | -4% | -4% | 14% | 28% | 16%
CN(C)C(=O)Oc1ccc2c(c1)O/C(=C\c1cccc(Cl)c1)C2=O | -6 | -9% | -8% | -15% | -9% | 1% | 17% | -29% | 16%
